# High-throughput results deposited in PubChem by National Center for Advancing Translational Sciences (NCATS).
# Lamin A splicing – qHTS Assay for Modulators of Lamin A Splicing; Potency, µM (top dose mostly 46.1 µM), inactives show at the top dose ratio change, negative = inhibition, most hits filed as inhibitors; 0.01% of 200,000 active; HeLa LMNA splicing GFP/RFP minigene ratio, 48 h; AID 1487, 2009; active = well fitted inhibition curve with a large enough effect in the signal ratio, with a control signal flat, not every such curve was filed as active; inconclusive = small, poorly fitted or top-dose-only effect, or effect the other way, or a change in a side signal; the % refers to the signal ratio; note: potency is the fitted concentration of half-maximal effect; % is set by controls: 0 for no effect and ±100 for the full control effect
#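 S3 HeLa cells stably expressing lamin A-EGFP splicing minigene plus DsRed2, 600 cells/well, 48 h compound exposure at 37C. Laser-scanning cytometry; analysed as GFP (500-530 nm)/RFP (575-640 nm) total intensity ratio; 0.5% DMSO vehicle.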
# NPSR antag – qHTS Assay for Antagonists of the Neuropeptide S Receptor: cAMP Signal Transduction. Q6W5P4. CHO-NPSR cells, cAMP TR-FRET, antagonist mode. Potency, µM (series often up to 38.3 µM), inactives show at the highest dose activity change, negative = inhibition, hits mostly inhibitors. 1% of 220,000 active. AID 1461, 2008; note: potency is the fitted concentration of half-maximal effect; % is set by controls: 0 for no effect and ±100 for the full control effect; nearly all actives have a fitted effect of over 50% in size; many of its hits are not listed in these tables
# Target sequence (Q6W5P4 whole entry, looked up): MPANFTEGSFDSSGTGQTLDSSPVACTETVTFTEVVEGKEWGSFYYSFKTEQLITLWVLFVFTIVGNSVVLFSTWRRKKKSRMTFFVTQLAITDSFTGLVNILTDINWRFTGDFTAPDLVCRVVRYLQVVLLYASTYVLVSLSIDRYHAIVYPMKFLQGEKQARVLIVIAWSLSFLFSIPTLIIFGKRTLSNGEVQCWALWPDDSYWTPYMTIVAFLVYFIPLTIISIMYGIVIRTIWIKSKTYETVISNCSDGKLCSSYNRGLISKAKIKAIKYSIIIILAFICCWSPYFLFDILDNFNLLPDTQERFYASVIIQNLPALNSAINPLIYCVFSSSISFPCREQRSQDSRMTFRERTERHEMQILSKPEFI
# IMPase Li cell – qHTS Assay for Identifying the Cell-Membrane Permeable IMPase Inhibitors: Potentiation with Lithium | 0.35% of 210,000 active | Potency, µM (top dose mostly 59.4 µM), inactives show at the top dose activity, negative = IMPase inhibition, hits mostly inhibitors | CHO-M1 cells, IP1 TR-FRET (IP-One), carbachol + lithium | AID 1457, 2008;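 note: IP1 builds up when IMPase is blocked and the TR-FRET signal falls; potency is the fitted concentration of half-maximal effect; plate controls were basal vehicle for no effect and high inhibitor control for full effect; nearly all actives have a fitted effect of over 50% in size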
#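 Concentration–response in CHO-M1 cells, lithium-potentiated; 30 min at 37C. IP1 detected by competitive TR-FRET after 10 min lysis at RT. Hill-fitted AC50.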
# HttQ103 aggreg – qHTS Multiplex Assay to Identify Dual Action Probes in a Cell Model of Huntington: Aggregate Formation (GFP); PC12 HttQ103-GFP aggregates, Acumen cytometry, 40 h; Potency, µM (series often up to 46.1 µM), inactives show at the highest dose activity change, negative = inhibition, most hits filed as inhibitors; 1.1% of 220,000 active; AID 1688, 2009; note: potency is the fitted concentration of half-maximal effect; % is set by controls: 0 for no effect and ±100 for the full control effect; nearly all actives have a fitted effect of over 60% in size
#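 Steps: seed 1500 PC12 HTTQ103-GFP cells/well; add tebufenozide, 100 nM final; add compound titration; add ATPLite reagent; quantify GFP aggregates by laser scanning cytometry.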
# Epigenetic derep – Quantitative High-Throughput Screen for Regulators of Epigenetic Control | murine LDR cells, GFP reporter derepression, 30 h | Potency, µM (titrated, usually from 53.9 µM), for inactives: top-dose GFP activation, usual class: activators | 0.2% of 280,000 active | AID 1865, 2009; note: potency is the fitted concentration of half-maximal effect; % of control where 0% means no effect; nearly all actives have a fitted effect of over 60% in size
#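 Readout is the number of GFP-expressing murine LDR cells, counted by cytometry following washing. Cells were treated with compound for 30 h at 37 C; the stably integrated CMV-GFP locus is normally silent.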
# KinaseGlo FLuc – Counterscreen for Luciferase (Kinase-Glo TM) Inhibition; Kinase-Glo luciferase, ATP luminescence, 8 min; Potency, µM (highest dose often 38.3 µM), for inactives: at the highest dose activity change, negative = inhibition, hits mostly inhibitors; 0.28% of 200,000 active; AID 1379, 2008; note: potency is the fitted concentration of half-maximal effect; % is set by controls: 0 for no effect and ±100 for the full control effect; nearly all actives have a fitted effect of over 60% in size
#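 Kinase-Glo luciferase light output from ATP and luciferin was measured with 10 uM ATP, within the enzyme's linear range. Buffer: 50 mM imidazole pH 7.2, 50 mM KCl, 7 mM MgCl2, 0.01% Tween 20, 0.05% BSA; luminescence read after 8 min at ambient temperature.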
# CBFb RUNX1 block – qHTS Assay for Compounds Blocking the Interaction Between CBF-beta and RUNX1 for the Treatment of Acute Myeloid Leukemia. Runt-related transcription factor 1 (Homo sapiens) + Core-binding factor subunit beta …. AlphaScreen CBFb-His/RUNX1-biotin binding, biochemical. Potency, µM (series often up to 59.8 µM), for inactives: at the highest dose activity, negative = inhibition, hits mostly inhibitors. 230,000 tested, under 10 active. AID 1477, 2009; note: % of control where 0% means no effect
# Target sequence (Q01196 whole entry, looked up): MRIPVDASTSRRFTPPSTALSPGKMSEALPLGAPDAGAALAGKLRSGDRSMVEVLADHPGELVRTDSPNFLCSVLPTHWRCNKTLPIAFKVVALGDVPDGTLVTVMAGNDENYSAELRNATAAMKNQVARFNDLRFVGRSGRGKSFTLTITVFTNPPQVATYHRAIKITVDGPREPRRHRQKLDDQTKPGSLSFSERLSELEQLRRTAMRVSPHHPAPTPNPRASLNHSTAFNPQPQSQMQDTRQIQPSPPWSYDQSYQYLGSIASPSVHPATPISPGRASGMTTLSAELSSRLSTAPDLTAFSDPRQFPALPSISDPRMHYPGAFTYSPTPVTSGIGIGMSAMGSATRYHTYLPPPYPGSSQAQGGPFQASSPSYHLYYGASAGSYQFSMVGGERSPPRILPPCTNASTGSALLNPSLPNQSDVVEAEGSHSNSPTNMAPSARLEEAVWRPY
# Target sequence (Q13951 whole entry, looked up): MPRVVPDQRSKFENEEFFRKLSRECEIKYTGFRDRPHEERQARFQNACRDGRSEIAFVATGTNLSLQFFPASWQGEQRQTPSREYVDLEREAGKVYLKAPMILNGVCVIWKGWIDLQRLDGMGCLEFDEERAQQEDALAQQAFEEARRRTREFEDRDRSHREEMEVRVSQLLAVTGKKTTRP
#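 Inhibition was taken as any reduction in AlphaScreen signal from the CBF-beta–RUNX1 pair (His and biotin tags, 30 nM each), measured after compound (15 min) and bead (90 min) incubations at room temperature.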
# * marks the source's active call; other numbers are inactive results; ? = inconclusive; . = no result given; & = joins results of further samples; [ ] = another dose, or the depositor's remark. Unless noted, calls come from the whole dose curve; as a rule, active = well fitted curve in the direction sought with a large enough effect; inconclusive = small, poorly fitted or top-dose-only effect, or another doubt; inactive = no such curve, though single readings can be large; an effect the other way counts as inactive or inconclusive. A portion of the library (hit frequency here may not be typical).
Compound	Lamin A splicing	NPSR antag	IMPase Li cell	HttQ103 aggreg	Epigenetic derep	KinaseGlo FLuc	CBFb RUNX1 block
COc1ccc(CCNC(=O)c2ccc(CS(=O)(=O)c3ccc(Br)cc3)o2)cc1OC	.	15.4%	-2.3%	-23.4%	-0.8%	2.4%	3.0%
COC(=O)c1sc(S(=O)(=O)N2CCN(c3ccc(OC)cc3)CC2)c(C(=O)OC)c1C	4.3%	-35.7%[46.1 µM]	5.1%[38.3 µM]	5.1%	-5.2%&4.3%	1.1%	-3.1%
CC(Oc1ccccc1)C(=O)NNS(=O)(=O)c1ccc([N+](=O)[O-])cc1 (stereo not drawn)	?	7.0%	1.3%	0.6%	4.0%	-11.9%	-1.2%
CCCCOc1ccc(CSc2nc(C)[nH]c2[N+](=O)[O-])cc1[N+](=O)[O-]	.	-35.2%	.	15.7%[9.22 µM]	-1.0%	.	-15.6%
COc1cc(NC(=O)c2cc3cccc(OC)c3o2)cc(C(=O)Nc2cccc(C(F)(F)F)c2)c1	.	-14.9%	.	-22.8%[9.22 µM]	0.5%	.	7.1%
Cc1nn(-c2ccccc2)c(Cl)c1C1C(C#N)=C(N)OC2=C1C(=O)CC(C)(C)C2 (stereo not drawn)	?	-22.5%[46.1 µM]	14.4%[38.3 µM]	-23.4%	1.7%	0.6%	-0.5%
O=[N+]([O-])c1cc(F)c(N2CCOCC2)cc1N1CCCCC1	12.9%	-17.5%[46.1 µM]	3.3%[38.3 µM]	-7.4%	-1.1%	-1.6%	-19.9%
COc1ccc(OCC(O)CNCc2ccco2)cc1 (stereo not drawn)	16.9%	-25.7%[46.1 µM]	-4.0%[38.3 µM]	2.5%[9.22 µM]	?	-0.4%	1.6%
O=S(=O)(c1ccccc1)N1CCN(c2ncnc3sc(-c4ccccc4)cc23)CC1	12.5%	-28.5%[46.1 µM]	-4.0%[38.3 µM]	8.7%	5.8%	13.4%	-3.1%
Cc1ccc(CNC(=O)[C@H](C)[C@H]2C[C@]2(C)[C@H](NC(=O)OCc2ccccc2)c2ccccc2)o1	?	-27.6%	3.8%&7.8%	3.9%	-2.5%&2.0%	-6.5%&1.0%	-1.3%[2.36 µM]
C=CCNC(=S)NNC(=O)c1cc(C)nc2ccccc12	?	4.0%	5.6%	3.1%	-1.0%	12.2%	2.7%
CCN(CC)S(=O)(=O)c1ccc(Cl)c(NC(=O)COc2ccc(OC)cc2)c1	-4.4%[46 µM]	2.3%	-2.3%	-5.7%	-0.1%	3.5%	3.0%

# New compounds follow:
Compound	Lamin A splicing	NPSR antag	IMPase Li cell	HttQ103 aggreg	Epigenetic derep	KinaseGlo FLuc	CBFb RUNX1 block
COc1cc(C(c2sc3nc(C)nn3c2O)N2CCN(c3ccccc3)CC2)cc(OC)c1OC (stereo not drawn)	?	-5.4%[46.1 µM]	0.3%	7.1%	-1.0%	2.6%	-5.6%
CCCCN(C(=O)c1cnc2n(c1=O)CCS2)c1ccccc1	-5.0%	4.4%[46.1 µM]	21.5%[38.3 µM]	-21.8%	0.1%	0.1%	1.3%
Cc1ccc(CNC(=O)c2cc3c(=O)n4cccc(C)c4nc3n(CC3CCCO3)c2=N)cc1 (stereo not drawn)	5.4%	8.6%[46.1 µM]	4.6%[38.3 µM]	-5.8%	2.1%	0.0%	2.6%
Cc1ccc(N(O)C(=O)OCCNC(=O)Nc2ccccc2)cc1	6.0%	?	3.4%[38.3 µM]	-11.5%	0.0%	-1.6%	6.5%
CN(C)C(=O)COC(=O)c1ccccc1OCC(=O)Nc1ccc(SC(F)F)cc1	7.1%	-18.0%	10.0%	-15.2%	-0.4%	0.0%	2.5%
COc1ccc(F)c(CN2CCC(N3CCC(C(=O)N4CCOCC4)CC3)CC2)c1	0.7%[46 µM]	2.0%	10.3%	.	-1.1%	0.4%	1.6%
CCCCc1ccc(CC2S/C(=C(\C#N)C(=O)N3CCOCC3)N(c3ccccc3)C2=O)cc1 (stereo not drawn)	2.6%	-21.3%[46.1 µM]	20.6%[38.3 µM]	-2.7%	-1.0%	-3.6%	-2.2%
Cc1ccc(F)cc1NC(=O)c1cnccn1	.	7.6%	-3.6%	-4.9%	1.8%	-1.9%	-12.7%
O=C(CN(CCc1ccccc1)C(=O)c1csnn1)NC1CCCC1	15.0%[46 µM]	-6.8%	8.1%	6.9%[9.22 µM]	-5.8%	-1.5%	1.6%
Cc1ccc(NC(=S)NCc2ccc3c(c2)OCO3)cc1C	-17.3%	-4.5%	0.6%	-25.7%	3.0%	-2.2%	-12.6%
CC(=O)NC1C(Oc2ccccc2C)OC(CO)C(O)C1O (stereo not drawn)	.	1.9%	-4.6%	20.6%[9.22 µM]	5.5%	-1.5%	-1.8%
COC(=O)C1=C(C)[C@@H](O)[C@@H](C)[C@](C)(c2cc(OC)c(C)c(OC)c2COc2ccccc2)O1	.	.	15.6%	.	-1.1%	-0.5%	-3.7%

# 3 entries from above, ordered by the value under NPSR antag, largest number first.
Structure | NPSR antag
C=CCNC(=S)NNC(=O)c1cc(C)nc2ccccc12 | 4.0%
CC(=O)NC1C(Oc2ccccc2C)OC(CO)C(O)C1O (stereo not drawn) | 1.9%
Cc1ccc(NC(=S)NCc2ccc3c(c2)OCO3)cc1C | -4.5%

# Remaining list, next part:
Compound	Lamin A splicing	NPSR antag	IMPase Li cell	HttQ103 aggreg	Epigenetic derep	KinaseGlo FLuc	CBFb RUNX1 block
C=C(C)CC1N(c2cccc(OC)c2)C(=O)[C@@H]2C(C(=O)O)[C@H]3C=C[C@@]12O3 (stereo partly drawn)	7.1%	-0.7%[46.1 µM]	-21.6%[38.3 µM]	?	-0.1%	-2.9%	9.9%
CC(C)COc1ccc(S(=O)(=O)n2cc(F)c(=O)[nH]c2=O)cc1	?	22.5%	9.3%	7.8%[9.22 µM]	-1.3%	1.7%	4.3%
Clc1nnc(N/N=C/c2ccccc2)c2ccccc12	-13.7%	-20.6%[46.1 µM]	19.1%[38.3 µM]	16.3%	0.0%	-20.2%	-13.0%
Cc1ccccc1CSCC(=O)NCCSc1ccccn1	.	0.5%	0.6%	-18.7%	-0.2%	-0.2%	0.0%
COc1ccccc1N(O)C1CC(=O)N(c2ccc(Br)cc2)C1=O (stereo not drawn)	-7.4%	-3.7%[46.1 µM]	21.8%[38.3 µM]	14.4%	4.8%	-2.4%	-5.6%
N#CCCCSc1nnc(-c2ccc(Cl)cc2)n1-c1ccccc1	7.6%	?	-2.5%[38.3 µM]	3.9%[9.22 µM]	-3.5%	-1.9%	2.4%
O=C(NNc1cc(Cl)cc(Cl)c1)c1cccs1	.	23.5%	.	-7.6%[9.22 µM]	1.3%	.	3.4%
C=CCn1c2ccccc2n2nc(C)c(=O)nc12	-12.1%	7.5%[46.1 µM]	-3.0%	9.8%	-0.8%	1.7%	-2.2%
CC(=O)CSc1nnc(-c2cnccn2)n1-c1ccccc1	-13.3%	-1.5%[46.1 µM]	-2.2%	-5.5%	0.0%	-1.7%	1.2%
CCOc1ccccc1OCC(=O)NC1CCCCC1	2.3%	-17.4%[46.1 µM]	21.9%[38.3 µM]	-1.5%	3.7%	0.4%	5.0%
COc1ccccc1N1CC(C)C(=O)NC1=S (stereo not drawn)	3.0%	18.9%	-4.8%	-7.2%	0.0%	-1.7%	-25.0%
O=C(NCc1ccccc1)C(Cc1ccccc1)N1C(=O)C2C3CCC(C3)C2C1=O (stereo not drawn)	9.2%	-8.0%[46.1 µM]	15.7%[38.3 µM]	6.2%	-0.1%	3.8%	6.2%

# (cont.)
Compound	Lamin A splicing	NPSR antag	IMPase Li cell	HttQ103 aggreg	Epigenetic derep	KinaseGlo FLuc	CBFb RUNX1 block
CC(C)(C)N(NC(=O)OCc1ccccc1)C(=O)c1ccccc1Cl	?	-0.8%	3.0%	-1.7%	-1.9%	0.4%	1.7%
Cc1nc(-n2nnc(CO)c2CO)nc2c1CCC2	-0.8%[46 µM]	21.1%	-1.4%	6.3%	-0.8%	-4.4%	15.2%
CCOCc1nnc(NC(=O)c2cccc(OC)c2)s1	11.7%[46 µM]	-5.9%	3.2%	.	-1.1%	-6.3%	-1.0%
CN(C(=O)CCN1C(=O)c2ccccc2C1=O)C1CCCCC1	2.0%	-1.5%[46.1 µM]	12.1%[38.3 µM]	-9.3%	-3.6%	2.1%	1.6%
COc1ccc(-n2nc3c(c2NC(=O)c2ccc(N4C(=O)CCC4=O)cc2)CSC3)cc1	.	2.5%	-7.1%	24.9%	1.1%	2.0%	0.2%
CC(=O)c1ccc(S(=O)(=O)NCCCC(=O)NCCc2ccccn2)cc1	8.6%	-1.4%[46.1 µM]	0.6%[38.3 µM]	15.8%	-5.5%	-5.4%	6.7%
O=C(CN1CCN(Cc2ccc3c(c2)OCO3)CC1)Nc1ccc(N2CCOCC2)cc1	3.1%[46 µM]	9.0%	-1.5%	-1.5%	1.1%	-2.1%	10.2%
C[C@@H]1C[C@H]2[C@H]3C[C@@H](F)C4=CC(=O)C=C[C@]4(C)[C@@]3(Cl)[C@@H](O)C[C@@]2(C)[C@@H]1C(=O)COC(=O)C(C)(C)C	-8.3%	.	10.6%	-18.2%	0.0%[16.9 µM]	1.3%[17.1 µM]	1.4%[21.7 µM]
Cc1cc(Br)c(NC(=O)COn2nnc3ccc(S(C)(=O)=O)cc32)c(Br)c1	1.7%[9.22 µM]	-2.3%	-0.2%	-1.1%	-1.1%	-5.3%	6.5%
CO/N=C/C(=N\Nc1cc(OC)cc(OC)c1)C(=O)c1ccccc1	0.6%[46 µM]	-43.6%	8.3%	-24.3%	-1.4%	-3.3%	-14.7%
Cc1ccc(S(=O)(=O)N2CCC(=O)N(C(COCc3cccc(C)c3)Cc3ccccc3)CC2)cc1 (stereo not drawn)	?	-26.5%	8.4%	-23.9%	5.3%	1.7%	1.2%[2.36 µM]
CCCC(C)NNC(=O)c1cc2ccccc2[nH]1 (stereo not drawn)	15.6%	-13.7%[46.1 µM]	2.8%[38.3 µM]	-2.0%	-1.1%	0.3%	0.0%
